Compound activity from PubChem BioAssay.
Efa HMGR inh – E. faecalis class II HMG-CoA reductase inhibition. purified E. faecalis HMGR, NADPH absorbance 340 nm kinetic. inhibition, % at 10 µM. 0.41% of 190,000 active;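 active = inhibition above a set limit, the median over all tested compounds plus 3 SD, cut at about 9.5% in these data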;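 note: enzyme runs in reverse so mevalonate oxidation gives rising NADPH absorbance; 0% = complete reaction with DMSO and 100% = background rate lacking mevalonate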
PMI activator – phosphomannose isomerase (human) activation. 0.005% of 190,000 active. activation factor at 20 µM. AID 1214. P34949. purified human PMI, coupled resazurin fluorescence, 20 min; active compounds read high; 1 = vehicle control, 0 substrate-free wells;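 active = activation factor of 2 or more at 20 µM, relative to plate controls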
Target sequence (P34949 whole entry, looked up): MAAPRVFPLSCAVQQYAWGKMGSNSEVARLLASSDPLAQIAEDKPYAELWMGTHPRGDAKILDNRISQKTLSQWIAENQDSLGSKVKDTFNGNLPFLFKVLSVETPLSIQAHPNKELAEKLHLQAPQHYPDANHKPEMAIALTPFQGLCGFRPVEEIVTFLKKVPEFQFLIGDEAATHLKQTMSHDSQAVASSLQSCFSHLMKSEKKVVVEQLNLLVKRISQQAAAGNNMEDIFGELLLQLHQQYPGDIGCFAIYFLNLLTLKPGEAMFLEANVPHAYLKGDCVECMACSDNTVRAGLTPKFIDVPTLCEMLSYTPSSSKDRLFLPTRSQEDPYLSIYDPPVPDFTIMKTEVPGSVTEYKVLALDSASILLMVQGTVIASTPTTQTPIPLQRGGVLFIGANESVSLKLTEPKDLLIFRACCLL
S1P3 antag – blocks the human S1P3 receptor | Q99500 | 0.27% of 170,000 active | CHO S1P3 NFAT-BLA reporter, FRET fluorescence, antagonist mode | AID 485 | inhibition, % at 4.98 µM;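 active = inhibition above the plate cutoff, the mean inhibition of test wells on that plate plus 3 SD, cut at about 28% in these data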;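 note: cells challenged with S1P at its EC80 of 0.8 µM; blue over green emission ratio from cleaved BLA substrate after 4 h stimulation; 0% = S1P-stimulated wells and 100% = unstimulated DMSO-only wells; some compounds past the cut are filed as inactive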
TNAP inh hi DEA – blocks human TNAP under high phosphate acceptor concentration; P05186; purified TNAP, CDP-star luminescence, 1 M DEA; inhibition, % at 20 µM; 0.03% of 200,000 active; AID 1135;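 active = over 50% inhibition of tissue-nonspecific alkaline phosphatase at 20 µM in the single-dose screen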;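 note: plate controls were DMSO wells for no effect and EDTA-quenched wells as full inhibition for full effect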
Target sequence (P05186 whole entry, looked up): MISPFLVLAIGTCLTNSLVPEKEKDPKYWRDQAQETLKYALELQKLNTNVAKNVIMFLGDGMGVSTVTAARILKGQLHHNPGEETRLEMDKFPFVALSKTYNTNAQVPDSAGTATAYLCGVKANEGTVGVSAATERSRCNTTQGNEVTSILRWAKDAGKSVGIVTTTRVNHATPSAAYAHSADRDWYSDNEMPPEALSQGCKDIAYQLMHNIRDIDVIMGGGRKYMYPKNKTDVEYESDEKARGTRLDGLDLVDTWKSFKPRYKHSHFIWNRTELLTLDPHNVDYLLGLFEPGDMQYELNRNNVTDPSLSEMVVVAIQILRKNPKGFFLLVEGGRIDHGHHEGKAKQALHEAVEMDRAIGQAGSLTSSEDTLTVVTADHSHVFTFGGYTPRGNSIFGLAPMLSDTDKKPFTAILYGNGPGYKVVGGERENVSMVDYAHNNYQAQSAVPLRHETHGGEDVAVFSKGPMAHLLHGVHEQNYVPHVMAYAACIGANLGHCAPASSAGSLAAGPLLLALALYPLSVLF
TNAP inh noacc – inhibitors of human TNAP without phosphate acceptor; purified TNAP, CDP-star luminescence, 30 min; 0.26% of 200,000 active; inhibition, % at 20 µM; P05186;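 active = tissue-nonspecific alkaline phosphatase inhibition above about 50% at 20 µM in the single-dose screen, limit read from the data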;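 note: 0% = DMSO negative control and 100% = EDTA positive control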
Redox H2O2 prof – compounds producing H2O2 with reducing agent – biochemical, NIH compound library profiling, artefact control for MLSCN library redox annotation, primary screen. DTT-dependent redox cycling H2O2, phenol red/HRP absorbance; 100% = 100 µM peroxide control, 0% = buffer. activation, % at 10 µM. 0.03% of 200,000 active. AID 878;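 active = activation of at least 50% relative to the plate's high and low controls in the primary single-dose screen; inactive = activation below 50%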;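 note: compound incubated with DTT at 0.8 mM final as the reducing agent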
L major viab – Leishmania major promastigote growth inhibition; Leishmania major promastigotes, resazurin fluorescence viability; 9% of 200,000 active; inhibition, % at 10 µM; AID 1063; in the data active = inhibition above about 50%;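 note: promastigotes grown with compound for 44 hours at 28 °C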
PMI act satM6P – PMI (human) activation, high substrate; P34949; coupled PMI enzyme assay, resazurin fluorescence, 20 min; active compounds read high; 1 = untreated enzyme, 0 = substrate-free blank; activation factor at 20 µM; 0.34% of 190,000 active; AID 1216;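 active = activation factor of 2 or more at 20 µM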
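Test system: human phosphomannose isomerase with PGI, G6PDH, diaphorase coupling enzymes; Amount: PMI at 15 ng/mL final; Reagent: Mannose-6-phosphate 1.0 mM (near-saturating) plus 0.22 mM NADP+; Timing: 20 min, room temperature; Technique: resorufin fluorescence at Ex 544/Em 590 nm; Dosing: 20 µM single dose.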
RAM inhibit – yeast RAM network inhibition | inhibition, % at 50 µM | S. cerevisiae dse1pr::URA3 reporter, 5-FOA growth OD615, 2 d; analog-sensitive cbk1-as2 kinase mutant strain | AID 868 | 1.8% of 190,000 active;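 active = inhibition above a set limit, 3 SD over mean compound inhibition, cut at about 8.4% in these data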;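 note: 0% = DMSO-only wells with no growth and 100% = 10 µM 1-NA-PP1 full growth; inhibition rescues growth on 5-FOA so higher OD means more RAM inhibition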
Hsp70 activator – transcriptional activators of Hsp70; HeLa Hsp70 promoter luciferase reporter, luminescence; scaled: vehicle 0, proteasome-inhibitor control 100%; activation, % at 10 µM; 0.04% of 200,000 active; AID 1203;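 active = activation above the mean across all tested compounds plus 3 SD, cutoff set per campaign, cut at about 5.5% in these data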;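 note: 100% = MG132 at 30 µM as the positive control and 0% = DMSO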
* marks the source's active call; other numbers are inactive results; · = no result given. The order is random, and some 12% of all compounds hit somewhere here.

SMILES	Efa HMGR inh	PMI activator	S1P3 antag	TNAP inh hi DEA	TNAP inh noacc	Redox H2O2 prof	L major viab	PMI act satM6P	RAM inhibit	Hsp70 activator
C/C(=N\N=C1\NC(=O)C(Cc2ccccc2)S1)c1ccccc1 (stereo unspecified)	-4	1.5	-12	3	-10	0.5	5	1.9	2.5	0.1
CCCC(=O)Nc1sc(C)c(-c2ccc(OC)cc2)c1C#N	-7	0.9	-5	-2	-14	0.6	5	1	-0.1	-0.1
CC(C)CCNC(=O)[C@H](CSCc1ccccc1)N1Cc2ccccc2C1=O	1	0.9	-13	-6	-9	-0.5	-1	0.9	6.2	-0.4
CCCCCCCNC(=O)c1ccc(N2CCC3(CC2)OCCO3)c([N+](=O)[O-])c1	1	0.8	0	6	3	0.7	94*	0.9	7.6	-0.1
CCN(CC)S(=O)(=O)c1cccc(C(=O)N[C@H](C(=O)Nc2nc3ccc(F)cc3s2)C(C)C)c1	-3	0.7	12	-4	1	-0.5	16	0.9	5.8	0.3
Fc1ccc2[nH]c3c(Cl)ncnc3c2c1	5	0.9	-5	-5	-7	-1.3	-2	0.9	2.5	-0.1
CC(=O)NNC(=S)NC(=O)c1cccc([N+](=O)[O-])c1	-3	0.4	-5	-2	-147	-0.4	68*	0.7	0.9	-0.2
O=C(COc1ccc([N+](=O)[O-])cc1)NCc1ccncc1	-3	1.1	-25	-4	-10	-0.4	0	1	1.0	-0.1
O=C1c2ccccc2C(=O)N1Cc1cc(-c2ccccc2)no1	-1	0.9	·	0	-3	1.0	-3	0.8	3.7	-0.3
O=C(Nc1cccc2ccccc12)OC1C=CS(=O)(=O)C1 (stereo unspecified)	-6	0.9	-16	-2	-9	0.4	-4	0.9	0.7	0.7
CN(C)CCCNC(=O)c1ccc(-c2nc(-c3ccc(Cl)cc3)cs2)cc1	-3	1.1	·	-4	4	-0.1	101*	1	-0.4	0.7
CC(C)N(Cc1cnn(C)c1)Cc1nc(Cc2ccccc2Cl)no1	-2	0.9	0	-4	-4	-0.2	-8	1	-0.2	-0.4
CCOC(=O)N1CCN(C(=O)c2cc3sccc3n2C)CC1	0	0.9	-20	-1	-2	-0.8	-8	0.9	-0.3	-0.1
C[N+]1(CC(=O)OCCCc2ccccc2)CCCC1	-4	0.8	-19	2	-13	-0.2	-4	1	2.1	-0.2
COc1ccc(C(=O)NC2CCN(C(=S)NCc3ccco3)CC2)cc1	3	1	·	-3	-5	1.2	-3	1	4.4	-0.2
COc1ccc(CN2CCN(C(=O)C3CC(=O)N(C4CCCCCC4)C3)CC2)c(OC)c1OC (stereo unspecified)	-2	1	-10	-4	-7	-0.2	-10	1	-0.5	-0.5
O=C(Nc1ccc(Cl)cc1)C(c1ccccc1)N1CCOCC1 (stereo unspecified)	-1	1	-11	4	0	-0.2	2	0.9	0.4	0.2
O=c1c2ccccc2nnn1CSc1nnc(-c2ccc3c(c2)OCO3)o1	3	1.1	-21	-2	3	-0.7	-3	0.9	6.6	-0.1
CCOc1ccc(NC(=O)c2cccnc2C(=O)O)cc1	-1	0.8	13	-2	-10	0.0	-3	0.6	2.2	-0.4
COC(=O)C1=C(C)NC(=O)CC1c1cc(Br)ccc1F (stereo unspecified)	-3	0.9	10	-4	-11	2.6	-2	1	-0.1	-0.6
Cc1ccc(S(=O)(=O)N/N=C/c2ccc(C(=O)O)cc2)cc1	-2	1.3	·	0	-4	2.3	-1	1.3	0.1	-0.2
COc1ccc(C(=O)COc2ccc(F)cc2)c(O)c1C	-1	1	1	-7	-12	-1.3	-4	1	2.8	0.0
Brc1ccc(-c2nn3c(-c4ccncc4)nnc3s2)o1	·	1.1	-27	-6	-4	·	·	1.1	·	·
CSc1ccccc1NC(=O)CSCc1ccc(Br)cc1	0	0.9	·	-2	-7	-4.5	8	0.9	-1.1	-0.3
COC(=O)c1ccc2c(=O)n(CCN3CCOCC3)c(=S)[nH]c2c1	-3	0.9	-21	-1	-6	3.4	-2	0.9	1.4	-0.1
Cc1cc(Cl)ccc1NC(=O)Cn1cncn1	-2	0.8	-34	-4	-12	-1.0	1	0.4	3.6	0.2
COc1ccccc1C(=O)C1CCCN(C(=O)c2cc(CC(C)C)nc(C)n2)C1 (stereo unspecified)	-3	0.9	19	3	-2	-1.8	0	0.9	2.6	0.0
CCCCn1c(SCC(=O)NCc2ccco2)nc2ccccc2c1=O	1	0.9	·	-7	-21	2.8	-6	0.9	1.9	-0.4
CCCCn1c(=O)cc(O)c2ccccc21	1	0.9	-18	-4	-12	0.4	-8	0.9	0.0	-0.1
CCNC(=O)NC(=O)C(C)On1nnc2ccc(S(=O)(=O)N(CC)CC)cc21 (stereo unspecified)	-4	1.1	1	-1	5	-0.3	0	1.2	5.5	-0.2
COc1ccc(N=C2NC(=O)/C(=C\C=C\c3ccco3)S2)cc1	-3	1.5	-13	8	12	-1.6	6	1.6	2.8	-0.2
COc1ccc(CCNC(=S)Nc2ccc(C)cc2C)cc1	-6	0.9	18	-4	-2	-0.5	8	1	-0.4	-0.4
O=C(OCC1COc2ccccc2O1)c1c(F)cccc1F (stereo unspecified)	-1	0.9	·	-7	-14	-2.8	-1	0.9	1.0	0.3
CC(C)Oc1ccc2c(c1)OC(c1ccccc1)(C(F)(F)F)NC2=O (stereo unspecified)	-11	1	-4	-2	-11	0.0	-6	1	2.3	-0.2
COc1ccc(C(CNC(=O)COc2ccc(Br)cc2F)N2CCCC2)cc1 (stereo unspecified)	1	0.9	7	-5	-9	0.1	25	1	-0.7	0.1
COc1ccc(NC(=O)c2cccc(N3C(=O)NC4CC3(C)Oc3ccccc34)c2)cc1 (stereo unspecified)	1	1	·	-4	-13	-0.1	100*	1	1.0	-0.6
O=C1c2cc([N+](=O)[O-])cc3cc([N+](=O)[O-])cc(c23)C(=O)N1c1ccccn1	-1	0.8	3	5	-6	0.3	90*	0.7	0.7	-0.2
CC(=O)Nc1nonc1-c1nc2ccccc2n1Cc1nnc(C)o1	0	1.1	-38	-8	-1	2.2	-6	1	1.4	-0.3
O=C(CNc1cccc2ccccc12)N/N=C/c1ccc(OC(=O)/C=C/c2ccco2)cc1	-4	0.7	-19	-1	-8	-0.4	-4	0.4	3.2	-0.6
N#C/C(=C/c1cn[nH]c1-c1ccc(Br)cc1)C(=O)O	1	1.2	-8	-4	27	-0.4	0	1.1	3.4	0.2
COC(=O)c1sc2ncccc2c1OCc1ccc(Cl)cc1Cl	1	0.9	·	-3	-5	1.5	-2	1	2.2	-0.4
CN(CCc1ccccn1)C(=O)Nc1ccc(Cl)cc1	-5	1	·	-6	-10	0.0	-5	1	1.9	-0.3
CC(=O)Nc1cccc(OCc2ccc(F)cc2)c1	6	0.9	-5	-4	-10	-0.7	20	1	-0.4	0.1
CCOC(=O)C(C)Oc1cccc2c(=O)n(CC(=O)NCc3ccco3)ccc12 (stereo unspecified)	5	1.1	12	-3	-10	-0.4	-9	1.1	1.3	0.1
COCCOC(=O)c1c(C)oc2ccc(OCc3cc(C(=O)OC)oc3C)cc12	-2	0.9	-10	-10	-4	0.6	1	0.9	5.0	-0.1
C=CCNC(=S)NNC(=O)C(CCCC)CC(C)O (stereo unspecified)	-4	1	·	-5	-68	0.0	-5	0.9	-0.9	0.0
CCOc1cc(C(=O)CCC(=O)OCC(=O)N2c3ccccc3NC(=O)C2(C)C)ccc1O	-1	1.1	·	-2	-3	0.2	-5	1.2	0.9	-0.3
O=C(NC1C/C(=N/O)c2cc3c(cc21)OCO3)C(F)(F)F (stereo unspecified)	3	1.1	-28	-2	-10	-1.9	-5	1	0.9	-0.2
COc1ccc(C2=NOC(C(=O)NCc3cccs3)C2)cc1 (stereo unspecified)	-8	1	·	-4	-13	0.1	-4	1.1	1.2	-0.4
Cc1cc(C)c(Cc2c(C)nc3c(C(=O)NCc4ccco4)cnn3c2C)c(C)c1	0	1.1	·	-10	26	0.0	19	1.1	3.9	-0.3
CCOC(=O)Cn1nc(C(F)F)c(Br)c1C	-3	1.2	-13	-4	-10	-1.2	1	1.1	0.6	-0.2
C#CCN1C(=O)C(O)(CC(=O)/C=C/C=C/c2ccccc2)c2ccccc21 (stereo unspecified)	3	1.1	-33	-1	-4	0.3	-4	1.1	4.4	-0.3
CS(=O)(=O)N1CCC(C(=O)N2CCN(c3ccccc3F)CC2)CC1	-5	1	-2	2	-4	0.1	-2	0.9	-0.4	0.1
COc1cccc(CC2(CO)CCCN(Cc3ccc(-c4ccco4)cc3)C2)c1 (stereo unspecified)	-5	0.8	-6	-1	-3	-1.2	19	0.9	0.1	-0.1
CCN1C(=O)c2cccc3c(S(=O)(=O)N(C(=O)c4cccnc4)c4ccc(OC)cc4)ccc1c23	0	0.9	2	-3	-3	0.0	0	0.7	0.9	-0.2
CC(Oc1ccc(-c2ccccc2)c(F)c1)c1ccn(S(=O)(=O)c2cccc3ccccc23)n1 (stereo unspecified)	-5	1	·	3	-4	3.8	7	1	3.9	-0.2
N#Cc1ccc(C2=NC(C(F)(F)F)(C(F)(F)F)c3c(n(Cc4ccco4)c(=O)[nH]c3=O)N2)cc1	-2	1.1	·	-7	-2	2.7	-7	1	1.8	-0.4
CC(C)C1Cc2c(C#N)c(N)n(C)c(=S)c2CO1 (stereo unspecified)	1	1.1	·	-3	4	0.2	3	0.8	1.1	-0.3
CCn1nnc(-c2ccccc2NS(=O)(=O)c2ccc(S(=O)(=O)N(C)C3CCCCC3)cc2)n1	-9	0.9	·	-2	-12	0.1	11	1	7.0	-0.1
FC(F)(F)c1cc(-c2ccccc2)nc(NCc2cccnc2)n1	-2	1.1	·	-8	-2	0.8	21	1	0.3	-0.3
COc1cccc(OC)c1C(=O)NC(=S)Nc1ccc(S(=O)(=O)Nc2nccs2)cc1	-6	0.9	9	-5	-4	-1.6	-8	1	1.6	-0.2
COCC(=O)Oc1c(S(=O)(=O)c2ccc(C)cc2)c(C)nn1-c1ccccc1	-2	0.9	-48	-3	-8	-0.3	-16	0.9	0.9	-0.2

3 entries from above in another layout:
Compound | Efa HMGR inh | PMI activator | S1P3 antag | TNAP inh hi DEA | TNAP inh noacc | Redox H2O2 prof | L major viab | PMI act satM6P | RAM inhibit | Hsp70 activator
CS(=O)(=O)N1CCC(C(=O)N2CCN(c3ccccc3F)CC2)CC1 | -5 | 1 | -2 | 2 | -4 | 0.1 | -2 | 0.9 | -0.4 | 0.1
COc1cccc(CC2(CO)CCCN(Cc3ccc(-c4ccco4)cc3)C2)c1 (stereo unspecified) | -5 | 0.8 | -6 | -1 | -3 | -1.2 | 19 | 0.9 | 0.1 | -0.1
CCN1C(=O)c2cccc3c(S(=O)(=O)N(C(=O)c4cccnc4)c4ccc(OC)cc4)ccc1c23 | 0 | 0.9 | 2 | -3 | -3 | 0.0 | 0 | 0.7 | 0.9 | -0.2
